From PubChem BioAssay
PfM18AAP inh: blocks P. falciparum M18 aspartyl aminopeptidase. recombinant PfM18AAP, H-Glu-NHMec fluorogenic cleavage. inhibition, % at 7.35 µM. actives 1.2% (n = 290,000);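 active = inhibition above the campaign mean inhibition over all tested compounds plus 3 SD, cut at about 28% in these data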;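 note: 0% = plate median of test compound wells and 100% = 2 mM ZnCl2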
PHOSPHO1 inh: PHOSPHO1 (human) inhibition | recombinant PHOSPHO1, absorbance phosphatase assay | inhibition, % at 13.3 µM | actives 1.1% (n = 290,000) | AID 1565; in the data active = inhibition above about 60%
Target sequence (Q8TCT1 whole entry, looked up): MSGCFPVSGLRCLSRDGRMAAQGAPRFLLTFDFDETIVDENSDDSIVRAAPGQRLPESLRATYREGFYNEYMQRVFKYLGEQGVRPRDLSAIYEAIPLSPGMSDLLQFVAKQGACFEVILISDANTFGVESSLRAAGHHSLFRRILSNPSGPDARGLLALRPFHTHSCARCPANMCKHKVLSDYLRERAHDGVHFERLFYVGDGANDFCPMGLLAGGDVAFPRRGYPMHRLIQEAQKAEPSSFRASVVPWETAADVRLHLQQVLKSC
GPR7 antag: human neuropeptides B/W receptor 1 antagonism. P48145. inhibition, % at 4.4 µM. GPR7-expressing cells, fluorescence antagonist assay. actives 1.1% (n = 290,000); in the data active = inhibition above about 16%, passing the limit was not always enough;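 note: cells stimulated with the agonist NPW; 0% = agonist with vehicle and 100% = vehicle without agonist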
Target sequence (P48145 whole entry, looked up): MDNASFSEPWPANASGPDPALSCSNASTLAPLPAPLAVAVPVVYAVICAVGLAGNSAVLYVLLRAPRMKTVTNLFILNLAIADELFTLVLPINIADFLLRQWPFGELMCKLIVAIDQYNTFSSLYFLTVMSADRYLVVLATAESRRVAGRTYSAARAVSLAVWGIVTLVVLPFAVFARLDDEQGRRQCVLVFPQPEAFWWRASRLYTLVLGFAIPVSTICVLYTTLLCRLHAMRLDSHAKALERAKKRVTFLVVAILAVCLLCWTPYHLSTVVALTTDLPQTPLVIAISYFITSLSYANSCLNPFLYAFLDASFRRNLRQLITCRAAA
IMP-1 inhibitor: blocks Pseudomonas aeruginosa IMP-1 metallo-beta-lactamase; purified IMP-1, nitrocefin hydrolysis, epi-absorbance fluorescence; AID 1556; inhibition, % at 5.6 µM; actives 0.45% (n = 290,000);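 active = inhibition above the mean plus 3 SD of all compounds in the same screening run, cut at about 4.5% in these data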;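 note: 0% = IMP-1 with DMSO and 100% = DMSO wells lacking enzyme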
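Test system: recombinant IMP-1 enzyme, purified / Medium: HEPES buffer pH 7.1 with ZnSO4 and Brij 35 / Doses: single dose, 5.6 µM / Times: 25 °C, 15 min preincubation, 25 min reaction / Detection: Epi-absorbance via hydrolysed-nitrocefin quenching of white-plate fluorescence, 480/530 nm, EDTA stop / Evaluation: percent inhibition from optical density relative to buffer-blank wells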
pCIP destab: lowers stability of the mouse p/CIP coactivator protein; Q05BA5; F442A p/CIP-EGFP cells, EGFP fluorescence, 16 h; decrease of EGFP signal, % at 10 µM; actives 0.01% (n = 290,000);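 active = EGFP signal decrease of at least 30% at 10 µM or well 3 SD below plate mean, unless failing retest; inactive = the rest, including hits failing retest or dose response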; note: some compounds called inactive have numbers as strong as hits; many of its hits are not listed in these tables
IDE act: activators of human insulin-degrading enzyme in cells. activation, % at 5.96 µM. actives 0.073% (n = 340,000). HEK cells, FAbeta-B cleavage, fluorescence polarization; 0% vehicle, 100% cell-free pure enzyme wells;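 active = activation above the mean of all tested compounds plus 3 SD, set per screening campaign, cut at about 17% in these data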
VIM-2 inh: blocks Pseudomonas aeruginosa VIM-2 metallo-beta-lactamase. purified VIM-2, nitrocefin hydrolysis, epi-absorbance fluorescence. inhibition, % at 5.6 µM. actives 0.89% (n = 290,000). AID 1527;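 active = inhibition above the mean of all tested compounds plus 3 SD, cutoff set per screening run, cut at about 7.5% in these data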;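 note: red hydrolysis product quenches plate fluorescence so inhibitors raise well fluorescence; 0% = enzyme with DMSO and 100% = DMSO without enzyme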
NALP1 inh: NALP1 inhibition | actives 0.61% (n = 280,000) | AID 2071 | inhibition, % at 10 µM | S. cerevisiae NALP1/ASC/caspase-1 growth, X-gal OD620, 72 h; in the data active = inhibition mostly above about 24%, no sharp cut-off; inactive = mostly below about 32%; note: some compounds called inactive have numbers as strong as hits
IDE cell inh: cellular human IDE inhibition | inhibition, % at 5.59 µM | actives 0.41% (n = 320,000) | HEK cells, FAbetaB cleavage, fluorescence polarization | AID 434962;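 active = percent inhibition above the average of all tested compounds plus 3 SD, set per screening campaign, cut at about 16% in these data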;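 note: IDE supplied by intact live HEK cells; FP after avidin binding of uncleaved biotin substrate so inhibition keeps polarization high; 0% = DMSO wells and 100% = 60 µM reference IDE inhibitor Ii1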
The depositor's hits bear a star; / = no result given.

[1] O=C(Nc1ccn(Cc2ccccc2F)n1)c1ccc(COc2ccc(Cl)cc2Cl)o1
[2] Cc1ccc(S(=O)(=O)N2CCC(C(=O)Nc3nnc(-c4ccco4)s3)CC2)cc1
[3] COc1ccccc1CN(C)C(C)C(=O)Nc1cccc(C(C)=O)c1 (centres undefined)
[4] CCOC(=O)N1CCN(S(=O)(=O)c2ccc(-n3cnnn3)cc2)CC1
[5] CCOc1cc2c3c(c1)C(C)=CC(C)(C)N3C(=O)C2=O
[6] COc1cccc(/C=C2/SC(=S)N(CC(=O)NC3C=CS(=O)(=O)C3)C2=O)c1 (centres undefined)
[7] CCN1CCN(c2nc3c(c(=O)[nH]c(=O)n3C)n2Cc2ccccc2F)CC1
[8] Cc1cc(C(=O)CSc2nc3ccccc3c(=O)[nH]2)c(C)n1C
compound no.	1	2	3	4	5	6	7	8
NALP1 inh	-7	3	2	18	7	5	6	8
pCIP destab	-4	-10	-1	-8	-2	-1	-7	-8
IDE act	-2	-8	2	5	4	4	6	4
IMP-1 inhibitor	-0.6	0.0	-2.3	-1.5	-0.9	-1.7	-4.1	-2.0
PHOSPHO1 inh	11	-16	20	7	37	13	25	2
GPR7 antag	4	1	-3	-9	16	-2	-19	-8
VIM-2 inh	1.9	-0.6	-1.3	-1.3	-2.5	-1.0	-1.9	1.9
IDE cell inh	5	6	-2	2	-6	3	2	-3
PfM18AAP inh	7	1	-2	-2	0	14	-2	26

[9] Cc1ccc(NC(=S)N2CCC(c3nc4ccccc4s3)CC2)cc1
[10] O=C(c1ccco1)N1CCN(C(c2ccccc2F)c2nnnn2Cc2cccs2)CC1 (centres undefined)
[11] Cc1ccc(Nc2nnc(C3C(=O)N(C)C4(C)CC3c3cc(Br)ccc3O4)s2)cc1 (centres undefined)
[12] CCNC(=O)CCCOc1ccc(Cl)cc1Cl
[13] Cc1[nH]c2ccccc2c1C(=O)CN1CC(C)CC(C)C1 (centres undefined)
[14] Cc1cccc(C(=O)Nc2ccc(C(=O)/C=C/c3cccnc3)cc2)c1
[15] CN(C)/C=C(\C(=O)c1ccccc1)c1nnnn1-c1ccccc1
[16] CC(=O)NC(C)c1nc2ccccc2n1CC(=O)N1C(C)CCCC1C (centres undefined)
compound no.	9	10	11	12	13	14	15	16
NALP1 inh	34	15	24	-3	17	35	/	-9
pCIP destab	-8	-21	-20	6	-5	-2	-18	6
IDE act	-10	0	-2	6	2	-37	9	8
IMP-1 inhibitor	-2.6	-0.6	-0.4	-3.5	-2.3	-0.1	-3.9	-3.8
PHOSPHO1 inh	44	2	-4	-50	15	-9	37	20
GPR7 antag	-8	12	12	-13	7	15	-10	-5
VIM-2 inh	-2.6	-0.2	-1.7	-0.6	-2.9	1.7	-1.4	-1.9
IDE cell inh	3	-1	1	2	3	20*	0	1
PfM18AAP inh	2	-1	3	0	0	-7	-2	3

[17] O=C(c1ccc2c3c(cccc13)C(=O)N(O)C2=O)N1CCCCC1
[18] CC1=Cc2ccccc2C(C#N)N1C(=O)c1ccccc1 (centres undefined)
[19] Cc1cc(C)nc(SCc2c(F)cccc2Cl)n1
[20] O=c1c2ccccc2nc(SCc2cccc(F)c2)n1-c1cccc(S(=O)(=O)N2CCCC2)c1
[21] CCC(C)(C(=O)NC1CCCC1)N(C(=O)c1cnccn1)c1c(C)n(C)n(-c2ccccc2)c1=O (centres undefined)
[22] COc1ccc(OCC(O)CNC(=O)Nc2cccc3ccccc23)cc1 (centres undefined)
[23] COc1cc(C(=O)NCc2ccc(C)cc2)ccc1OCc1c(C)noc1C
[24] Cc1ccc(-c2csc(NC(=O)c3cccc([N+](=O)[O-])c3)n2)cc1
compound no.	17	18	19	20	21	22	23	24
NALP1 inh	-4	6	18	29	23	14	8	-2
pCIP destab	-10	4	8	0	2	-8	-2	-2
IDE act	-3	1	2	4	4	9	-1	2
IMP-1 inhibitor	-5.1	-1.6	-3.2	-3.4	-1.0	-0.9	-2.2	-0.2
PHOSPHO1 inh	5	5	27	-18	-3	-1	16	11
GPR7 antag	-2	-11	-17	-5	0	-20	3	-6
VIM-2 inh	6.1	-1.2	-0.9	-0.9	-1.9	-3.8	0.2	0.9
IDE cell inh	4	1	0	2	-4	-4	4	-5
PfM18AAP inh	-6	-4	4	2	-5	0	1	4

[25] CCn1c(SCC(=O)Nc2cccc(NC(C)=O)c2)nnc1C(C)C
[26] C/C(=N\NC(=O)c1ccccc1C)c1cccnc1
[27] COC(=O)c1ccc(CNC(=O)C2CCC(=O)N(C3CCCCCC3)C2)cc1 (centres undefined)
[28] C=CCNc1nc(N)c([N+](=O)[O-])c(N2CCCCCC2)n1
[29] Cc1ccc(C(=O)c2c[nH]c(C(=O)NCc3cccnc3)c2)cc1
[30] Cc1cc(C(F)(F)F)n2[nH]c(=O)c(N=Nc3ccccc3)c2n1
[31] C/C(=N\NC(=O)c1cccc(N2CCCC2=O)c1)c1ccc(N)cc1
[32] O=C(NCC(c1ccco1)N1CCCC1)c1sc2ccccc2c1Cl (centres undefined)
compound no.	25	26	27	28	29	30	31	32
NALP1 inh	35	18	20	4	/	-19	-4	8
pCIP destab	-4	4	9	4	1	-4	8	-1
IDE act	9	-2	5	5	4	10	5	4
IMP-1 inhibitor	-3.1	2.0	-1.6	-2.1	-3.5	-3.5	-1.3	-2.0
PHOSPHO1 inh	-14	50	24	52	-13	-5	32	28
GPR7 antag	-16	33	-8	-13	6	2	-2	-23
VIM-2 inh	-1.6	2.3	-2.6	-1.6	-0.9	-4.2	-3.4	1.1
IDE cell inh	-3	-6	1	1	5	-3	8	3
PfM18AAP inh	0	-2	-1	3	0	16	2	-3

[33] COC(=O)c1c(C)oc(C)c(C(=O)OC)c1=O
[34] CC1CCN(C(=O)c2cc(Cl)nc3ccccc23)CC1
[35] CNC(=S)N/N=C/c1c(C)nn(-c2ccc(F)cc2)c1Cl
[36] CCCCC(=O)Nc1ccc(NC(=O)c2ccc([N+](=O)[O-])cc2)cc1OC
[37] CC(C)(C)/C(Cn1cncn1)=N\OC(=O)Nc1ccc(Cl)cc1
[38] C=CCc1cccc(CNn2cnnc2)c1O
[39] CCCCn1c(=O)[nH]c(=O)c2c1nc(-c1ccc(OCCC)c(OCC)c1)n2CCOC
[40] O=[N+]([O-])c1cccc(-c2nnc3c4ccccc4c4ccccc4n23)c1
compound no.	33	34	35	36	37	38	39	40
NALP1 inh	22*	0	-13	24	29	13	14	-11
pCIP destab	-3	11	-2	3	-10	11	-12	-35
IDE act	6	3	2	3	-2	9	5	-2
IMP-1 inhibitor	-3.3	-3.6	-4.5	-2.4	-1.3	0.9	-3.8	-2.8
PHOSPHO1 inh	5	2	26	-4	-3	/	17	19
GPR7 antag	-12	-2	-11	-12	-6	-5	2	-3
VIM-2 inh	-2.0	-2.2	-2.2	-2.7	-5.4	1.6	-3.1	-1.0
IDE cell inh	-7	6	-3	0	-1	0	0	7
PfM18AAP inh	-8	2	5	0	8	-16	-4	1

[41] CC(=O)Oc1ccc(/C=N/NC(=S)Nc2ccccc2)cc1
[42] CC1CC(N(C(=O)C2CC2)c2ccccc2)c2ccccc2N1C(=O)C1CC1 (centres undefined)
[43] C/C(=N\Nc1ccc2nncn2n1)c1cccs1
[44] CCCc1nnc(NC(=O)CC(=O)OCC)s1
[45] COc1ccc(N=C2NC(=O)/C(=C\C=C\c3ccco3)S2)cc1
[46] O=C(CSc1ccccn1)Nc1ccc2c(c1)C(=O)c1ccccc1C2=O
[47] Cc1cc2oc(=O)c3c(c2cc1OC(=O)c1ccco1)CCCC3
[48] O=C(NCc1ccc(C(F)(F)F)cc1)C1CC(c2ccccc2[N+](=O)[O-])=NO1 (centres undefined)
compound no.	41	42	43	44	45	46	47	48
NALP1 inh	3	-1	16	2	7	30	13	11
pCIP destab	28	16	4	-2	-3	6	-8	-6
IDE act	-1	-5	4	1	-1	4	5	4
IMP-1 inhibitor	-2.4	-1.6	0.1	-4.5	-2.8	-3.4	-9.1	-0.7
PHOSPHO1 inh	-28	19	41	8	4	-25	12	-7
GPR7 antag	0	6	-1	-13	-9	-1	-9	4
VIM-2 inh	-2.3	-5.5	0.4	-1.9	-3.4	0.4	-5.3	-3.2
IDE cell inh	4	-2	4	1	/	0	1	3
PfM18AAP inh	11	-1	40*	3	10	4	5	-7

In another format: 10 of the compounds above.
No. | structure | NALP1 inh | pCIP destab | IDE act | IMP-1 inhibitor | PHOSPHO1 inh | GPR7 antag | VIM-2 inh | IDE cell inh | PfM18AAP inh
10 | O=C(c1ccco1)N1CCN(C(c2ccccc2F)c2nnnn2Cc2cccs2)CC1 (centres undefined) | 15 | -21 | 0 | -0.6 | 2 | 12 | -0.2 | -1 | -1
11 | Cc1ccc(Nc2nnc(C3C(=O)N(C)C4(C)CC3c3cc(Br)ccc3O4)s2)cc1 (centres undefined) | 24 | -20 | -2 | -0.4 | -4 | 12 | -1.7 | 1 | 3
12 | CCNC(=O)CCCOc1ccc(Cl)cc1Cl | -3 | 6 | 6 | -3.5 | -50 | -13 | -0.6 | 2 | 0
13 | Cc1[nH]c2ccccc2c1C(=O)CN1CC(C)CC(C)C1 (centres undefined) | 17 | -5 | 2 | -2.3 | 15 | 7 | -2.9 | 3 | 0
14 | Cc1cccc(C(=O)Nc2ccc(C(=O)/C=C/c3cccnc3)cc2)c1 | 35 | -2 | -37 | -0.1 | -9 | 15 | 1.7 | 20* | -7
15 | CN(C)/C=C(\C(=O)c1ccccc1)c1nnnn1-c1ccccc1 | / | -18 | 9 | -3.9 | 37 | -10 | -1.4 | 0 | -2
16 | CC(=O)NC(C)c1nc2ccccc2n1CC(=O)N1C(C)CCCC1C (centres undefined) | -9 | 6 | 8 | -3.8 | 20 | -5 | -1.9 | 1 | 3
17 | O=C(c1ccc2c3c(cccc13)C(=O)N(O)C2=O)N1CCCCC1 | -4 | -10 | -3 | -5.1 | 5 | -2 | 6.1 | 4 | -6
18 | CC1=Cc2ccccc2C(C#N)N1C(=O)c1ccccc1 (centres undefined) | 6 | 4 | 1 | -1.6 | 5 | -11 | -1.2 | 1 | -4
19 | Cc1cc(C)nc(SCc2c(F)cccc2Cl)n1 | 18 | 8 | 2 | -3.2 | 27 | -17 | -0.9 | 0 | 4

Additional structures
[49] Cc1c(C)n(Cc2ccc(F)cc2)c2ccc(C(=O)N3CCN(c4ccccn4)CC3)cc12
[50] CCOc1ccc2nc(SCC(=O)N(C)C)[nH]c2c1
[51] COc1ccc(CCNCC(O)COc2cccc(C(C)=O)c2)cc1OC (centres undefined)
[52] Cc1csc2nnc(N)n12
[53] Cc1cccc(NC(=O)COc2ccccc2)c1
[54] CCCCC(=O)NC(=S)Nc1cc([N+](=O)[O-])ccc1OC
[55] CC(C)(C)Oc1ncc(Br)c(OC(C)(C)C)n1
[56] O=S(=O)(Nc1ccncc1Cl)c1ccccc1
compound no.	49	50	51	52	53	54	55	56
NALP1 inh	10	11	18	9	6	-12	9	45
pCIP destab	-2	-8	15	-9	-12	-10	-8	1
IDE act	4	-3	1	6	0	-2	2	0
IMP-1 inhibitor	-2.4	-3.5	-1.6	-3.4	-1.5	-0.4	-4.3	-5.5
PHOSPHO1 inh	15	-12	-7	19	16	34	-3	10
GPR7 antag	2	3	11	-6	-5	-12	-1	-6
VIM-2 inh	-2.8	-3.0	-1.4	-1.7	-1.4	-1.0	-1.2	-1.9
IDE cell inh	7	8	2	3	-3	-2	-2	4
PfM18AAP inh	1	4	-3	0	2	-3	1	-8
